APP 5UTR inh – APP translation inhibition; inhibition, % at 2 µM; AID 1285; actives 0.82% (n = 190,000); SH-SY5Y APP 5'UTR-luciferase reporter, luminescence;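 active = inhibition above a set limit, derived from the sample mean plus 3 SD, cut at about 45% in these data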; also: values of inactives mirror those of a sister screen read the other way
FLuc stim CS – firefly luciferase counter-screen for stimulation assays. P08659. ATPlite luciferase biochemical, luminescence, 10 min; 0 = ATP-free wells, 1 = DMSO control. activation factor at 10 µM. 200,000 tested, under 10 active;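 active = luciferase activation factor, scaled between plate controls, of at least 2 with compound at 10 µM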
Target sequence (P08659 whole entry, looked up): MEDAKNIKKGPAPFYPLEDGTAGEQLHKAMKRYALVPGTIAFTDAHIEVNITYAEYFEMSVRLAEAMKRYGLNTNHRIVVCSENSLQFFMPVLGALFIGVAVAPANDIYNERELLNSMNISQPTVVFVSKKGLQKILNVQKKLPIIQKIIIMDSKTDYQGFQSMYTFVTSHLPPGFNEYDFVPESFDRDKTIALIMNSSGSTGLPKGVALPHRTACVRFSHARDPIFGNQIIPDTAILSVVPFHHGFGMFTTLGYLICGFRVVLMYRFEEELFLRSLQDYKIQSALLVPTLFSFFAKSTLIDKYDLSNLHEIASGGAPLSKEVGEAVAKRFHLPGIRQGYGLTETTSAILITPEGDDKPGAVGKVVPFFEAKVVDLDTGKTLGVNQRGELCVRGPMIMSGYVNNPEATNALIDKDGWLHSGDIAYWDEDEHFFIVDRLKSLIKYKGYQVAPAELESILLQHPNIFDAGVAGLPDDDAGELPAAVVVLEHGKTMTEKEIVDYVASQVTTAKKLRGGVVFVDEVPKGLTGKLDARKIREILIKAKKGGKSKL
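System: cell-free luciferase reagent; medium: PBS as buffer for the ATP substrate; doses: test compounds dosed from 2 mM stocks in 100% DMSO; incubation: 10 min, room temperature; measured by: luminescence from luciferase reaction; read-out: luciferase activation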
STAT1 act – increases IFN-gamma driven STAT1 reporter signal; NIH 3T3 STAT1-luciferase reporter, luminescence; 100% = IFN-gamma alone, no compound; AID 932; actives 2.6% (n = 200,000); activation (% of control), % at 5.5 µM;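 active = activation above the screen-wide mean activation plus 3 SD, cut at about 130% in these data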;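 also: raw ratio to IFN-gamma control signal so 100% means no change and 0% no light; values of inactives mirror those of a sister screen read the other way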
ROMK mod – human ROMK K+ channel modulation, primary screen; Tet-inducible ROMK, thallium flux fluorescence; actives lie on both sides; B-score at 10 µM; AID 1918; P48048; actives 2% (n = 130,000);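 active = signal ratio slope over the read window, or its plate-corrected B-score, at least 3 SD from the plate mean, either direction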;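 also: B-score of the F/F0 ratio slope over 7 to 12 s after thallium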
Target sequence (P48048 whole entry, looked up): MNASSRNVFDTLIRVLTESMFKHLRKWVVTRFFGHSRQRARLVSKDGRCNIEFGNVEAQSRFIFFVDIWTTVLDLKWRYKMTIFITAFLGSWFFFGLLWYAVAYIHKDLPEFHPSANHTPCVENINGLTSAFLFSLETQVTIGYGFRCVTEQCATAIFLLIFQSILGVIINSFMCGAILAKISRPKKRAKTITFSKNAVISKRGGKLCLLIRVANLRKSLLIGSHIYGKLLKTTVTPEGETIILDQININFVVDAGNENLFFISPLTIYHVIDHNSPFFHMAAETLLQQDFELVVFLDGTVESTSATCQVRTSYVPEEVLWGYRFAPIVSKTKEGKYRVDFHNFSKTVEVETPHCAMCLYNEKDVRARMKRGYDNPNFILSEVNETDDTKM
FLuc inhib CS – inhibits firefly luciferase, flagging false hits in luciferase inhibition screens | P08659 | ATPLite firefly luciferase biochemical luminescence, 10 min | inhibition, % at 10 µM | actives 1.5% (n = 200,000) | AID 1006;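 active = inhibition above about 50% when tested at 10 µM, limit read from the data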
STAT3 activator – activators of IL-6 induced STAT3 signaling; U3A cells, IL-6 STAT3-luciferase reporter, luminescence; 100% = signal with IL-6 EC80 alone; activation (% of control), % at 5.6 µM; actives 0.91% (n = 190,000);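 active = activation above the screen-wide mean of compound activation plus 3 SD, cut at about 130% in these data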;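 also: 0% = background luminescence of wells with medium and substrate only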
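Test system: human U3A cells carrying STAT3-luciferase construct; control set: IL-6-only wells as 100% reference; timing: compound pre-incubation 1 h before IL-6, then 6 h stimulation at 37 °C; also added: IL-6 stimulus at 33 ng/mL final; evaluation: % activation versus median of IL-6-stimulated wells; detection: reporter luminescence signal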
STAT1 inh – inhibitors of IFN-gamma induced STAT1 signaling. NIH 3T3 STAT1-luciferase reporter, luminescence. inhibition, % at 5.5 µM. actives 0.35% (n = 200,000). AID 920;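 active = inhibition above a set limit, the mean inhibition across all tested compounds plus 3 SD, cut at about 34% in these data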;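 also: 0% = IFN-gamma with DMSO and 100% = IFN-gamma with 300 µM nifuroxazide; values of inactives mirror those of a sister screen read the other way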
APP 5'UTR act – activates APP 5'UTR luciferase reporter. AID 1276. actives 1% (n = 190,000). SH-SY5Y APP 5'UTR luciferase reporter, luminescence; zero percent = DMSO vehicle wells. activation, % at 2 µM;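 active = activation above a set limit, based on mean plus 3 SD of controls, cut at about 140% in these data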; also: values of inactives mirror those of a sister screen read the other way
NF-kB expr up – NF-kB expression increase, human neuronal cells; NF-kB reporter expression; stronger effect = higher value; fold change at 12.5 µM; actives 1.6% (n = 190,000); AID 1239; in the data active = fold change above about 3.3
STAT3 inh – reduces IL-6 driven STAT3 reporter signal | U3A cells, IL-6 STAT3-luciferase reporter, luminescence; host cell line lacks STAT1 | inhibition, % at 5.5 µM | actives 0.89% (n = 190,000) | AID 862;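 active = inhibition above the mean inhibition across all screened compounds plus 3 SD, cut at about 44% in these data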;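 also: 0% = DMSO only wells and 100% = 100 µM nifuroxazide control wells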
The depositor's hits bear a star; x = not tested or not shown.

Start of the listing, in advance (five entries):
SMILES	APP 5UTR inh	FLuc stim CS	STAT1 act	ROMK mod	FLuc inhib CS	STAT3 activator	STAT1 inh	APP 5'UTR act	NF-kB expr up	STAT3 inh
CC1(C)Cc2ccccc2-c2nnc(-c3ccc4ccccc4n3)n21	-16	1	100	x	-4	87	3	16	1.1	17
Cc1cccc(/C=C/C(=O)c2cc(Br)ccc(=O)c2O)c1	-6	1	88	-0.39	2	102	13	6	0.73	-3
COc1ccccc1N1CCN(C(c2ccc(C)cc2)c2nnnn2C(C)C)CC1 (stereo unspecified)	-5	1.1	102	-0.28	-9	106	-2	5	1	-4
Cn1c(=O)c2c(nc(N3CCNCC3)n2Cc2cccc3ccccc23)n(C)c1=O	6	1	96	x	2	94	4	-6	3.3	12
O=C(CC(NS(=O)(=O)c1ccc(Cl)cc1)c1ccco1)NCc1cccnc1 (stereo unspecified)	-20	1.1	98	x	-6	97	2	20	1.1	8

The list itself, from the first entry:
SMILES	APP 5UTR inh	FLuc stim CS	STAT1 act	ROMK mod	FLuc inhib CS	STAT3 activator	STAT1 inh	APP 5'UTR act	NF-kB expr up	STAT3 inh
CC1(C)Cc2ccccc2-c2nnc(-c3ccc4ccccc4n3)n21	-16	1	100	x	-4	87	3	16	1.1	17
Cc1cccc(/C=C/C(=O)c2cc(Br)ccc(=O)c2O)c1	-6	1	88	-0.39	2	102	13	6	0.73	-3
COc1ccccc1N1CCN(C(c2ccc(C)cc2)c2nnnn2C(C)C)CC1 (stereo unspecified)	-5	1.1	102	-0.28	-9	106	-2	5	1	-4
Cn1c(=O)c2c(nc(N3CCNCC3)n2Cc2cccc3ccccc23)n(C)c1=O	6	1	96	x	2	94	4	-6	3.3	12
O=C(CC(NS(=O)(=O)c1ccc(Cl)cc1)c1ccco1)NCc1cccnc1 (stereo unspecified)	-20	1.1	98	x	-6	97	2	20	1.1	8
CCOC(=O)CN1C(=O)C2Cc3ccccc3CN2C1=S (stereo unspecified)	-5	1	98	x	-1	79	3	5	1.1	35
CC(=O)Nc1c(O)n(C)c2ccccc12	-9	1	93	x	1	98	6	9	1	8
COc1cc(Br)c(CCNC(=O)Cc2ccccc2)cc1OC	-7	1	98	x	-2	104	2	7	0.91	0
Cc1ccc(-c2nc3cccnc3s2)cc1NC(=O)c1ccco1	-28	x	112	-0.01	x	109	-13	28	x	-7
CCOC(=O)/C(C#N)=N/Nc1c(C)n(C)n(-c2ccccc2)c1=O	9	1	97	x	-3	107	1	-9	0.99	-6
Cc1ccc(NC(=O)CN(C)C(=O)c2n[nH]c(=O)c3ccccc23)cc1	-14	0.9	100	-0.0066	5	105	0	14	1.3	0
Cc1ccc2nc(-c3cccc(N)c3)[nH]c2c1	-98	0.1	93	x	88*	47	7	98	4.8*	66*
CCOC(=O)CSc1nc2sc3c(c2c(=O)[nH]1)CC(C)(CC)OC3 (stereo unspecified)	9	1.1	100	-0.67	-6	106	0	-9	0.96	0
COc1ccc2cc(/C=N/NC(=O)CN(c3ccccc3C)S(=O)(=O)c3ccccc3)c(Cl)nc2c1	-1	1.1	107	x	-5	98	-7	1	1.1	1
Cc1ccc(NC(=O)CN(C)C(=O)CSc2n[nH]c(N)n2)cc1	-4	1	105	x	-5	106	-6	4	1.1	-5
O=S(=O)(NC1CC1)c1ccc(S(=O)(=O)N2CCCc3ccccc32)cc1	15	1	87	x	-1	89	14	-15	0.89	18
Cc1ccc(S(=O)(=O)NC(C)C(=O)Nc2cccc([N+](=O)[O-])c2)cc1 (stereo unspecified)	10	1	92	-0.55	-4	92	5	-10	1.1	14
COc1ccc(NS(=O)(=O)c2cccc(C(=O)N/N=C/c3ccccn3)c2)cc1	-1	1	88	-0.014	-1	95	13	1	0.93	6
Nc1[nH]n2c(=O)c3c(nc2c1N=Nc1ccc(Cl)cc1)CCCC3	4	1	106	x	-3	90	-7	-4	0.83	13
Cc1ccc(C(=O)O)cc1N=Cc1cc(Br)cc(Br)c1O	0	1.1	104	5.1*	-8	93	-5	0	1.3	6
CN1CCN(S(=O)(=O)c2ccc(N(C)CC(=O)Nc3ccc(F)cc3)nc2)CC1	-12	x	97	-0.98	x	100	4	12	0.9	4
O=C(CN1CCN(S(=O)(=O)c2ccccc2)CC1)Nc1ccccc1C(=O)c1ccccc1	0	1	100	x	-4	105	1	0	0.59	-2
CCN(CC)CCCNC(CC(=O)Nc1cccc([N+](=O)[O-])c1)C(=O)O (stereo unspecified)	1	1	104	0.95	-4	103	-2	-1	1.1	-6
CCN(c1ccccc1)S(=O)(=O)c1cc(C(=O)Nc2cccc(Cl)c2)ccc1F	10	0.9	103	x	5	99	-4	-10	0.89	4
Cc1cc(NC(=O)Nc2cccc(C(F)(F)F)c2)no1	-11	1	102	-1.1	1	81	-2	11	0.92	26
O=C(CN1C2=NCCN2c2ccccc21)N1CCOCC1	24	1.1	101	-0.0066	-8	98	-2	-24	0.98	2
COc1ccc(OC)c(Cc2nnc(CCC(=O)N3CCCCC3)o2)c1	-19	1	132*	0	-2	113	-37	19	1.9	-12
CC(C)CNS(=O)(=O)c1ccccc1C(=O)N1CCCCC1	-9	1	94	x	-4	93	6	9	1	10
COc1cc(NC(=O)c2ccccc2F)c(OC)cc1NC(=O)CN1CCOCC1	-14	1.1	104	x	-7	84	-7	14	0.85	22
CCOc1ccc(N2C(=O)CC(Sc3ncccn3)C2=O)cc1 (stereo unspecified)	-20	1.1	96	x	-9	99	4	20	1.3	4
O=C(CCN1C(=O)C2C3C=CC(C3)C2C1=O)Nc1c(F)cccc1F (stereo unspecified)	-9	1.1	114	1.2	-5	97	-15	9	1.4	7
Clc1ccc(OCCN2CCCCC2)cc1Cl	-11	1	95	-0.44	-2	76	6	11	1.2	31
COc1ccc2c(c1)c(C(=O)N/N=C/c1ccc(O)c(O)c1)c(C)n2C	-8	1.1	98	-0.013	-7	101	2	8	0.97	-4
CCOc1ccc(NC(=O)c2ccc(OC)cc2)cc1	-68	0.8	117	x	21	106	-19	68	1.9	-6
O=C(CSc1ccsc1[N+](=O)[O-])N1CCN(c2ccc(Cl)cc2)CC1	-11	1	96	x	-3	89	5	11	1.1	12
Cc1sc(NC(=O)Cn2nc(C(F)(F)F)cc2C)c(C(=O)OC(C)C)c1C	-1	1.1	95	x	-10	102	6	1	1.3	0
O=C(N/N=C/c1ccc([N+](=O)[O-])s1)c1ccccc1	24	0.9	75	-0.43	13	69	26	-24	0.51	43
Cc1cc(C(=O)CN2CCC(C)CC2)c(C)n1-c1ccccc1F	-132	0.7	135*	x	30	72	-39	132	0.31	30
COC(=O)NCCOc1cc(C)ccc1C	9	1.1	98	0.43	-7	99	2	-9	1.1	2
Cc1c(C=O)c2ccccn2c1C(=O)c1ccncc1	11	1	101	x	0	99	-1	-11	1.1	2
COC1(OC)N=C(N)C2(C#N)C(c3ccc(C)cc3)C12C#N (stereo unspecified)	9	1	97	1.1	-2	107	3	-9	1.7	-3
CCN(CC)C(=O)c1ccc(S(=O)(=O)NCc2cccnc2)cc1	15	1.1	84	0.55	-5	85	18	-15	0.84	23
Cc1ccc(C2CC(c3ccco3)=NN2S(C)(=O)=O)cc1 (stereo unspecified)	5	1	101	x	-5	81	-1	-5	1.2	24
CCOC(=O)N1CCN(C(=O)c2ccc(OC)c(OC)c2)CC1	14	1.1	92	x	-5	98	9	-14	0.87	7
CC(C)(C)C(=O)NC(=S)NNC(=O)C(c1ccccc1)c1ccccc1	9	1.1	96	-2	-11	96	5	-9	0.67	7
CCc1cc(SC#N)cc(C)c1NC(=O)CCl	9	1	89	-2.5	-1	96	13	-9	1.4	2
Cc1[nH]c2ccccc2c1C(=O)COC(=O)Cn1c(C)nc2ccccc21	-17	1	95	0.37	1	91	5	17	1.1	12
O=C(CN(Cc1ccc(F)cc1)C(=O)C1CSC(=O)C1)NC1CCCCC1 (stereo unspecified)	0	1.1	91	x	-8	103	10	0	0.96	1
O=C1N(c2cccc(Cl)c2)C(c2ccccc2)N2CCCN12 (stereo unspecified)	-6	1	102	-0.29	-4	101	-2	6	0.92	1
Cc1csc(NC(=O)C2CCN(S(=O)(=O)c3ccccc3F)CC2)n1	16	1	96	-0.17	-4	94	4	-16	0.95	8

Continuation.
SMILES	APP 5UTR inh	FLuc stim CS	STAT1 act	ROMK mod	FLuc inhib CS	STAT3 activator	STAT1 inh	APP 5'UTR act	NF-kB expr up	STAT3 inh
Cc1ccccc1N1C(=O)C(Cl)=C(N2CCN(c3ccccc3)CC2)C1=O	-1	1	104	-0.21	-5	85	-4	1	0.81	19
O=C(N/N=C/c1cccs1)c1cccc2cc[nH]c12	-26	0.9	115	-1.2	12	100	-17	26	1.6	6
CCCN1C(=O)/C(=N\OCC(=O)NC23CC4CC(CC(C4)C2)C3)c2ccccc21	3	1	104	x	3	87	-4	-3	0.83	18
CC/C(=N\NC(=O)c1ccc(-c2ccccc2)cc1)C12CC3CC(CC(C3)C1)C2	x	1	102	-0.51	-2	100	-2	x	1.1	-2
COc1ccc(O)c(/C=N/NC(=O)c2ccc(CSc3nc(C)cc(C)n3)cc2)c1	44	1	100	-0.14	-3	88	0	-44	1.1	18
CCOc1cc(/C=N/N2C(=O)NC3(CCCCC3)C2=O)cc(Br)c1O	-2	1.1	104	-0.8	-6	91	-7	2	1.3	14
CCS(=O)(=O)N1CCN(c2ccc(S(=O)(=O)N3CCOCC3)cc2)CC1	2	1	97	x	-3	100	2	-2	1	4
Cc1nc(NCc2cccnc2)c2c3c(sc2n1)CCCC3	13	1.1	96	-2.4	-7	104	3	-13	1.2	3
Cc1nc2ccsc2c(=O)n1-c1ccc(Cl)cc1	9	1.1	101	x	-6	77	-1	-9	1	30
CN1CCN2c3ccccc3Cc3ccccc3C2C1 (stereo unspecified)	1	1	93	x	0	80	8	-1	1	25
COc1ccc(-n2c(CNc3ccc(C)cc3)nnc2SCC(=O)Nc2nc(-c3ccccc3)cs2)cc1	-6	1.1	89	-0.03	-7	90	12	6	2.3	20
Cc1cc(N2CCOCC2)nc2ccc(NC(=O)CCC(=O)N3CCCCC3)cc12	-8	0.9	116	x	12	112	-17	8	1.5	-11
O=C(CSC1=NCCN1)NC(c1ccccc1)c1ccccc1	-14	1	109	-1.1	-2	112	-13	14	0.92	-10
COc1ccc(-n2c3c(cc(C(=O)NC4CCSC4=O)c2=O)C(=O)CC(C)(C)C3)cc1 (stereo unspecified)	-8	1	110	x	-4	101	-12	8	1.2	5
Cc1cc(NC(=O)c2cccc(C(=O)Nc3cc(C)on3)n2)no1	1	1	106	x	-4	86	-6	-1	1	16
O=C(Nc1cccnc1)c1ccc(S(=O)(=O)c2ccccc2)cc1	3	1.1	97	0.012	-9	88	1	-3	1.2	19
Cc1ccc(N2C(=O)c3cccc4cccc(c34)C2=O)cc1	-5	1	97	-0.76	-4	104	1	5	1.2	-3
COC(=O)C(C)N(C(=O)c1ccc(Cl)cc1)c1c(C)cccc1C (stereo unspecified)	-7	1.1	98	-0.34	-5	99	2	7	1.1	1
CN(C)c1ccc(NC(=O)CSc2nnc(-c3cccs3)n2Cc2ccco2)cc1	14	1.1	101	x	-8	101	-1	-14	0.89	0
COC(=O)c1cccc(Cn2c(Cl)c(/C=N/NC(=O)c3ccccc3Cl)sc2=O)c1	-14	1.1	92	x	-8	100	8	14	0.95	5
